NPY-Y2 PAM-ag: potentiates or activates human NPY-Y2 receptor; P49146; cells expressing NPY-Y2, potentiator/agonist read-out; activation, % at 3.6 µM; actives 0.45% (n = 220,000); AID 1359; in the data active means activation above about 27%;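 further: cells stimulated with NPY near EC25 plus isoproterenol at EC100; 0% = vehicle plus submaximal agonist and 100% = vehicle plus saturating agonist; some results beyond the cut were filed as inactive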
Target sequence (P49146 whole entry, looked up): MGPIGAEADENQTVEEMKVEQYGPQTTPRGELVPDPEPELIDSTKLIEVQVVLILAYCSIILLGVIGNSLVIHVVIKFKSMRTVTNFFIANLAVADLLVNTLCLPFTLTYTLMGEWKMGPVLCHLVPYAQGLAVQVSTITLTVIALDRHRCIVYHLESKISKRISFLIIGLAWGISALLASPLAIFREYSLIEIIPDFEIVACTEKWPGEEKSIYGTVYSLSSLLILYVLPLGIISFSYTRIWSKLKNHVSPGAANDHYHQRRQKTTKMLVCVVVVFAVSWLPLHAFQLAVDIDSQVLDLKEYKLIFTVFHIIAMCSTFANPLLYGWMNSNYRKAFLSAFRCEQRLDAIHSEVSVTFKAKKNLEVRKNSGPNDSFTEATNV
Runt-CBFb FRET: inhibitors of human RUNX1 Runt domain binding to CBFb; Q01196+Q13951; inhibition, % at 20 µM; actives 0.46% (n = 220,000); Cerulean-Runt/Venus-CBFb FRET ratio 530/480, 1 h; AID 1496;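 active means inhibition over about 50% at 20 µM in the single-dose screen, limit read from the data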;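 further: 0% = DMSO wells and 100% = excess unlabeled CBFb competitor control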
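test system = Cerulean-Runt domain fusion protein, energy donor | probe or stimulus = Venus-CBFb binding partner, 100 nM | incubation = two 1 h room-temperature incubations shielded from light | detection = fluorescence energy transfer, 422 nm excitation, 530/480 nm emission | measure = loss of energy transfer signal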
NPY1 pot ag: human NPY-Y1 potentiation or agonism, primary screen. P25929. NPY-Y1 expressing cells, potentiator/agonist activation. activation, % at 3.6 µM. actives 0.37% (n = 220,000); in the data active means activation above about 33%, passing the limit was not always enough;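 further: cells stimulated with NPY at EC10 then isoproterenol at EC100; 0% = low agonist plus stimulus and 100% = saturating agonist plus stimulus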
Ba/F3 V617F tox: reduce viability of Ba/F3 cells dependent on JAK2V617F; Ba/F3 EpoR-JAK2V617F viability, ATP luminescence; inhibition, % at 5.6 µM; actives 1.1% (n = 220,000); AID 1446;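 active means inhibition above the campaign mean plus 3 SD over all tested compounds, cut at about 24% in these data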;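 further: cytokine-independent growth of Ba/F3 cells driven by EpoR plus mutant JAK2; 0% = DMSO-treated cells and 100% = JAK inhibitor I control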
RBBP9 inh: human RBBP9 hydrolase inhibition; recombinant RBBP9, FP-Rh probe fluorescence polarization; inhibition, % at 7.94 µM; O75884; actives 0.2% (n = 220,000);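 active means inhibition above the campaign mean of all tested compounds plus 3 SD, cut at about 14% in these data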;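 further: plate controls were DMSO wells with RBBP9 for no effect and wells lacking RBBP9 protein for full effect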
Target sequence (O75884 whole entry, looked up): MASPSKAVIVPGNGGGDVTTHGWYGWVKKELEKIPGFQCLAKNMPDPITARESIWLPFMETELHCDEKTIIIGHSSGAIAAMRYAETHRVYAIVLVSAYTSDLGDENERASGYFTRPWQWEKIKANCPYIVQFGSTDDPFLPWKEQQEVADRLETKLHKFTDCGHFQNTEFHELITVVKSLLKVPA
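Measured by – fluorescence polarization · Test system – RBBP9 protein · Input – 2.5 µM RBBP9 dispensing solution, before mixing · Measure – percent inhibition from mP, scaled between DMSO and no-protein wells · Benchmarks – DMSO-treated enzyme wells and wells lacking RBBP9 · Times – preincubation 30 min plus labeling 45 min at 25 °C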
NPY Y1 blocker: antagonists of human neuropeptide Y receptor Y1. actives 1% (n = 200,000). AID 1040. inhibition, % at 3.6 µM. HEK293-CNG Y1 cells, membrane potential fluorescence; NPY at EC95, then isoproterenol;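 active means inhibition above the campaign mean inhibition of all tested compounds plus 3 SD, cut at about 20% in these data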;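 further: 0% = DMSO wells given NPY plus isoproterenol and 100% = isoproterenol alone without NPY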
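Material: HEK293 Y1/CNG channel cell line | Also added: NPY (25 nM), isoproterenol (1 µM), Ro 20-1724 (25 µM) | Compound: One concentration, 3.6 µM, in 0.4% DMSO | Schedule: 3 h dye uptake, 1 h room-temperature compound, 45 min post-isoproterenol | Signal: Membrane-potential fluorescent dye readout | Read-out: % inhibition of NPY effect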
S1P4 ag: activates the human S1P4 receptor | activation, % at 4.98 µM | S1P4-expressing cell line, agonist reporter assay | actives 0.35% (n = 220,000); in the data active means activation above about 11%;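 further: 0% = DMSO vehicle and 100% = reference agonist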
Target sequence (O95977 whole entry, looked up): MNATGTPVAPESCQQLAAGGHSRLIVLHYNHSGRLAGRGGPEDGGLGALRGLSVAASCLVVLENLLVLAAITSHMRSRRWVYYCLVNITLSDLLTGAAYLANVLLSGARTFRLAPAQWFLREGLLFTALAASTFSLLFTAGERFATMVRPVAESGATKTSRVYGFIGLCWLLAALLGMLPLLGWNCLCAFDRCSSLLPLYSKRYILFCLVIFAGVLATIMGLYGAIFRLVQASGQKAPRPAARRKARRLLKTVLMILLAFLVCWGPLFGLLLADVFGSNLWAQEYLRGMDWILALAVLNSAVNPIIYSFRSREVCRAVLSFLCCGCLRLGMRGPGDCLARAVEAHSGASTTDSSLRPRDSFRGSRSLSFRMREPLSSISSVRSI
BaF3 parental: parental Ba/F3 viability inhibition as JAK2V617F counter-screen | inhibition, % at 5.6 µM | actives 1.1% (n = 220,000) | CellTiter-Glo ATP luminescence | AID 1486;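 active means inhibition above a per-campaign cutoff, the mean inhibition of all tested compounds plus 3 SD, cut at about 27% in these data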;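 further: 0% = DMSO wells and 100% = JAK Inhibitor I control wells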
S1P4 antagonist: blocks the human S1P4 receptor | actives 0.26% (n = 220,000) | inhibition, % at 4.98 µM | S1P4-expressing cells, antagonist mode, reporter read-out | O95977; in the data active means inhibition above about 29%;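 further: 0% = wells stimulated with agonist and 100% = vehicle wells without agonist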
* marks the source's active call; other numbers are inactive results; . = not tested or not shown.

SMILES	NPY-Y2 PAM-ag	Runt-CBFb FRET	NPY1 pot ag	Ba/F3 V617F tox	RBBP9 inh	NPY Y1 blocker	S1P4 ag	BaF3 parental	S1P4 antagonist
Cc1ccc(S(=O)(=O)NC(=O)NCCc2ccccc2)cc1	5	-1	-12	3	-1	4	-0.3	7	-6
Cc1ccc(C(=O)NC(C)c2nc3ccccc3n2CC(=O)Nc2c(C)cc(C)cc2C)cc1 (configuration not stated)	16	-2	17	-1	1	.	1.7	-3	-32
Cc1ccc(C)c(C(=O)c2c(C)nc3sccn23)c1	13	-1	-21	-4	-5	4	1.9	-2	-12
CCc1nc(C)ccc1OCC(=O)NCCCN(C)C	-9	-2	-13	4	-3	1	2.2	8	-7
O=C(NNC(=O)C1CCCCC1)C(=O)NC1CCCCC1	9	1	16	-3	6	0	-2.5	-1	-16
Cc1ccnc(SCC(=O)c2cccc([N+](=O)[O-])c2)n1	-2	43	-4	0	-1	3	-1.1	2	-4
COc1ccc(/C=C(/C(=O)c2ccc(Cl)cc2Cl)n2cncn2)cc1	7	-4	-10	-2	-3	1	0.6	2	37*
O=c1/c(=C/c2ccc(O)cc2)sc2n1CCCN=2	-3	1	12	-1	-5	0	-0.3	-5	1
O=C(NCc1ccc(C(F)(F)F)cc1)C1CC(c2c(Cl)cccc2Cl)=NO1 (configuration not stated)	-7	0	-3	3	-7	0	0.9	10	-6
O=S(=O)(Nc1ccc2c(c1)oc1ccccc12)N1CCCC1	-4	-3	0	-3	2	-1	-2.2	2	7
CCCCN(C)c1c(N2CCC(C(=O)OCC)CC2)c(=O)c1=O	13	0	17	-2	0	.	0.2	-3	-8
Cc1cc(N(C)C)c(C#N)c(N2CCOCC2)n1	3	-1	15	2	-6	2	1.5	2	-24
O=C(O)c1ccccc1N/N=C/c1c(Sc2nnnn2-c2ccccc2)nc2ccccn2c1=O	-8	-372	12	5	-5	.	-0.8	-4	-9
Cc1cc(=O)oc2cc(NS(=O)(=O)c3ccccc3)ccc12	-17	38	-1	-4	-8	.	2.8	1	-1
CC(Cl)C(=O)Nc1cc(C(F)(F)F)ccc1N1CCOCC1 (configuration not stated)	-3	0	-15	-4	0	-7	-1.2	0	-5
CCN(C(=S)NCCOC)c1cccc2ccccc12	-10	-2	-11	32*	-7	2	-0.8	27*	10
COc1ccccc1CNC(=O)CN(Cc1ccc(Cl)cc1)S(C)(=O)=O	6	-3	-5	22	1	0	1.1	5	-18
O=S(=O)(NCc1ccccn1)c1ccc(F)cc1	-2	-1	-7	0	2	4	2.3	4	-13
CCN(CC)C1CCN(c2nc3nonc3nc2NCCOC)C1 (configuration not stated)	-10	-1	-10	1	-7	-1	0.5	9	10
Cc1cc(C)c(S(C)(=O)=O)c(N(C)N)n1	-2	0	-13	2	1	-2	2.0	7	-8
CCN(CC)C(=O)CSc1nnc(CNc2ccc(F)cc2)n1Cc1ccco1	5	9	-4	4	-3	2	0.3	6	16
CCN(CC)C(=O)C(=O)c1cccn1-c1cccc(-n2cccc2C(=O)C(=O)N(CC)CC)c1C#N	-8	-1	-17	5	2	-1	-1.7	9	6
O=c1[nH]c2ccccc2nc1NCCN1CCOCC1	-11	2	-16	4	-1	7	0.1	8	-11
COc1ccc(C(=O)NC(=S)NNC(=O)c2cnccn2)cc1OC	18	8	12	-4	-5	0	1.7	6	-5
FC(F)Sc1ccc(NC(=S)NCc2ccccc2)cc1	17	1	6	1	1	-6	0.1	11	-4
Cc1cccc(NC(=S)N/N=C/c2ccc([N+](=O)[O-])s2)c1	27	-1	32	3	5	-9	-1.2	6	3
Clc1ccccc1CN(Cc1ccccc1)C(c1cccs1)c1nnnn1C1CCCC1 (configuration not stated)	-3	-1	-42	-1	-4	2	-1.1	1	-7
O=C(Oc1c(CN2CCOCC2)cc(Cl)c2cccnc12)c1cccs1	4	0	5	1	-3	0	0.4	3	-18
COC(=O)c1cc(OC)c(OC)cc1NC(=S)N1CCN(Cc2ccccc2)CC1	-3	1	-8	-4	-3	-5	0.1	0	1
CCN(CC)C(=O)CSc1ncnc2c1cnn2Cc1ccccc1	8	-2	8	-1	-5	0	0.4	6	-18
Cc1ccc(C)c(/C=N/NC(=S)NCCc2ccccc2)c1	-14	2	-22	-2	-3	0	-0.8	4	-5
COC(=O)Cc1[nH]c(Cl)nc1C(N)=O	4	-1	0	-4	-8	.	-0.5	-1	5
N/C(=N\OC(=O)CCC1CCCCC1)c1cccnc1	-10	-3	-7	-1	4	0	0.8	1	7
COc1ccc(NC(=O)COC(=O)Cn2nnc3ccccc32)cc1	11	0	12	0	-7	2	1.6	8	-14
Cc1cc(NC(=O)CSc2nnc3c(C)cc4ccccc4n23)no1	3	0	1	0	-10	0	0.2	3	-7
COc1ccc(/C=C/C(=O)Nc2ccc3c(c2)CCC3)cc1OC	-3	-1	2	1	-9	-1	1.4	6	-5
COCC(C)NC(=O)CSc1nnc(-c2cccc(S(=O)(=O)N3CCCCC3)c2)o1 (configuration not stated)	9	0	8	1	-3	5	-0.4	7	-16
O=C(OCc1cc(=O)n2cc(Br)ccc2n1)C1COc2ccccc2O1 (configuration not stated)	5	5	5	0	-7	7	0.6	2	11
O=C(Nc1cccc(C(=O)N2CCCC2)c1)c1ccccc1Cl	12	-1	-15	1	-7	1	1.3	1	-2
O=C(c1ccc(Cl)cc1)c1c[nH]c(C(=O)NNc2cccc(Cl)n2)c1	13	4	7	4	-6	-5	-0.5	14	8
COc1ccc(Cl)cc1NC(=O)CSc1nc2sccc2c(=O)[nH]1	-14	0	-7	4	-11	-7	0.8	3	13
Cc1ccc(-c2nnc(SCC(=O)NNC(=O)COc3ccccc3C)n2C)cc1	-8	2	-4	-2	-2	-5	0.9	6	8
COc1ccc(-c2nn(-c3ccccc3)cc2C2CC(c3cccs3)=NN2C(=O)CCCC(=O)O)cc1 (configuration not stated)	-8	2	8	0	6	0	1.4	5	-8
Cc1nc2c(Cl)c(C)nn2c2c1CCC2	-9	2	-35	2	2	1	1.4	6	-1
CCn1c(SCC(=O)NC2CCS(=O)(=O)C2)nnc1-c1ccccc1 (configuration not stated)	-8	-1	-15	2	-12	-5	0.8	4	-21
COc1ccnc(Oc2ccc(F)cc2)c1C(=O)N/C=N/OCc1ccccc1	-4	-2	-19	6	-4	2	-0.7	10	-9
COC(=O)C1=NN(c2ccccc2OC)C2C(=O)N(c3ccccc3OC)C(=O)C12 (configuration not stated)	1	-2	2	3	3	-8	-1.9	7	-7
Nn1c(SCC(=O)NCc2ccccc2)nnc1C1CC1	9	-1	-19	-2	-9	-2	-2.7	3	8

Records listed so far shown as hits in S1P4 antagonist.
canonical_smiles | NPY-Y2 PAM-ag | Runt-CBFb FRET | NPY1 pot ag | RBBP9 inh | NPY Y1 blocker | S1P4 ag | S1P4 antagonist
COc1ccc(/C=C(/C(=O)c2ccc(Cl)cc2Cl)n2cncn2)cc1 | 7 | -4 | -10 | -3 | 1 | 0.6 | 37*

More compounds follow:
SMILES	NPY-Y2 PAM-ag	Runt-CBFb FRET	NPY1 pot ag	Ba/F3 V617F tox	RBBP9 inh	NPY Y1 blocker	S1P4 ag	BaF3 parental	S1P4 antagonist
CCOC(=O)c1[nH]c2ccccc2c1NC(=O)CN(C)C	-8	-1	-7	-2	-2	8	-2.7	6	-9
COCC(=O)n1nc(-c2ccccc2)nc1NCc1ccccc1	6	1	4	-6	-7	2	-1.7	-6	-7
CCN(CC)C(=O)C1=C(C)NC(=S)NC1c1cccs1 (configuration not stated)	-6	-2	0	0	-1	4	-1.4	1	-14
CSc1nc2ncc(-c3ccsc3)c(N)n2n1	2	-1	4	-1	-3	-2	0.5	5	-3
COc1ccccc1CCNC(=O)CSc1ccc(-c2cccs2)nn1	-6	0	-2	-1	-6	3	0.6	3	3
COc1ccc(S(=O)(=O)NCCc2c(C)nn(C)c2Oc2ccccc2)cc1	12	0	9	-1	-5	0	-1.7	2	-13
COCc1cc(C)nc(OCC(=O)N/N=C/c2ccc(C)cc2)c1C#N	-36	-2	-4	0	-8	.	0.8	-1	2
Cc1ccc(S(=O)(=O)N(CC(=O)O)Cc2ccco2)cc1	-10	2	3	-6	-5	.	-0.9	-5	-24
O=C(NCCc1ccc(Cl)cc1)c1cnccn1	10	-1	15	4	-1	-1	3.7	7	-5
CCCn1c(C)cs/c1=N\C(=S)Nc1ccccc1	-22	-1	-23	5	-4	1	-0.5	4	-11
COC(=O)c1ccccc1NC(=O)CSc1nc2cccnc2n1C	-3	-1	5	3	-7	-3	0.4	7	6
Cc1[nH]c2ccccc2c1/C=N/n1cnnc1	4	-2	1	-1	-7	0	-0.3	4	-22

Retrieved by structure from above:
SMILES	NPY-Y2 PAM-ag	Runt-CBFb FRET	NPY1 pot ag	Ba/F3 V617F tox	RBBP9 inh	NPY Y1 blocker	S1P4 ag	BaF3 parental	S1P4 antagonist
COCC(=O)n1nc(-c2ccccc2)nc1NCc1ccccc1	6	1	4	-6	-7	2	-1.7	-6	-7
CCN(CC)C(=O)C1=C(C)NC(=S)NC1c1cccs1 (configuration not stated)	-6	-2	0	0	-1	4	-1.4	1	-14
CSc1nc2ncc(-c3ccsc3)c(N)n2n1	2	-1	4	-1	-3	-2	0.5	5	-3
COc1ccccc1CCNC(=O)CSc1ccc(-c2cccs2)nn1	-6	0	-2	-1	-6	3	0.6	3	3

Next structures.
SMILES	NPY-Y2 PAM-ag	Runt-CBFb FRET	NPY1 pot ag	Ba/F3 V617F tox	RBBP9 inh	NPY Y1 blocker	S1P4 ag	BaF3 parental	S1P4 antagonist
O=C(Cn1nnc(-c2ccc(S(=O)(=O)N3CCCC3)cc2)n1)NCC1CCCO1 (configuration not stated)	-8	0	-10	4	-13	-5	1.3	8	9
C=CCc1cc(Cl)ccc1OCCN(C)C	12	-6	-7	-1	-3	16	-0.1	2	-14
CCOC(=O)c1c(C)[nH]c(C)c1C(=O)COC(=O)/C=C/c1ccc(OC(F)F)cc1	6	-3	4	1	-7	-8	-0.5	3	-14
O=C(N/N=C/c1cn(-c2ccccc2)nc1-c1ccccc1)c1ccco1	7	-1	-21	-1	1	2	0.6	2	-23
COc1ccc(NC(=O)Nc2ccccc2F)c(C)c1	12	-2	1	2	-2	0	-0.9	-1	4
COc1ccc(-n2c(C)c(C(C)=O)c3cc(O)ccc32)cc1	7	0	3	-2	3	5	3.2	-3	6
O=C(O)c1ccoc1CN1CCCCC1	8	-2	-12	-4	-9	3	-0.5	1	-10
CCN(c1ccccc1)S(=O)(=O)c1ccc(Cl)c(C(=O)OCC(=O)c2[nH]c(C)c(C(C)=O)c2C)c1	6	-2	-15	3	-10	2	0.8	3	-10
COC(=O)c1ccc(Nc2cc(C)nc3ccc(C)cc23)cc1	-12	-4	-26	11	-7	.	1.4	3	4
CCCc1cc(C(=O)Nc2cccc(C(C)=O)c2)no1	-2	2	3	0	-9	4	-1.4	3	-5
C=CCn1c(CC(=O)OC)csc1=Nc1ccc(C(C)=O)cc1	11	3	8	-1	-6	-3	-0.2	-1	0
COc1cc(/C=C2/SC(=S)N(c3c(C)n(C)n(-c4ccccc4)c3=O)C2=O)ccc1O	4	-11	5	-1	-67	-1	-0.6	3	-1

Random draw from the library; overall some 3.6% were active at least once.
